# Assay outcomes: PubChem, several laboratories
# GRK2 aptamer HTS = inhibitors of human GRK2 displacing RNA aptamer; bead flow cytometry, FAM-aptamer displacement from GRK2; hit rate 0.59% among 330,000; P25098; AID 488847; inhibition of aptamer binding, % at 10 µM;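 active = inhibition of aptamer binding above 40%, roughly 3 SD of noise, on plates passing a quality check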;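 also: median bead fluorescence of bound FAM aptamer so fluorescent compounds give negative values; no value below 0 was filed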
# AGP1-GFP MLPCN = yeast TOR pathway AGP1-GFP modulation; S. cerevisiae AGP1-GFP multiplex flow cytometry, 3 h; GFP as percent of DMSO wells; GFP response vs DMSO, % at 10 µM; hit rate 0.02% among 320,000;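 active = GFP response relative to DMSO above a set limit, near screen average plus 3 SD, cut at about 150% in these data; inconclusive = fewer than 70 cells counted for the yeast strain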;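 also: median GFP channel fluorescence of the gated AGP1 strain per well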
# CIT2 TOR yeast = modulators of TOR pathway CIT2-GFP in S. cerevisiae; S. cerevisiae CIT2-GFP strain, flow cytometry, 3 h; 100 means same as DMSO wells; GFP response vs DMSO, % at 10 µM; hit rate 0.065% among 320,000; AID 2029;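 active = GFP response relative to DMSO above a set limit, near the screen mean plus 3 SD, cut at about 150% in these data; inconclusive = Fewer than 70 cells measured for a yeast strain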;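 also: ratio of well median GFP fluorescence to mean of DMSO wells on the plate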
# Fam108B inh = counter-screen for RBBP9 inhibitors: inhibitors of mouse Fam108B | recombinant Fam108B, FP-Rh probe fluorescence polarization | inhibition, % at 9.51 µM | hit rate 0.33% among 300,000;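 active = inhibition above the screen mean inhibition plus 3 SD, computed separately per campaign, cut at about 18% in these data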;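 also: inhibitors lower polarization as less probe binds the enzyme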
# MEX-5 binding = C. elegans MEX-5 TCR-2 RNA binding activity; MEX-5/FITC-TCR2 RNA binding, fluorescence polarization; hits give low values; activity score (negative = inhibition of binding), % at 10 µM; hit rate 0.38% among 300,000; AID 1832;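 active = inhibition past about -25% in most replicates, and total fluorescence under double the plate's negative control median, limit read from the data; inconclusive = replicates evenly split on the limit, or fluorescence at least double controls; inactive = too little inhibition in most replicates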;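 also: 0% = DMSO and -100% = 5 µM competing unlabeled TCR2 RNA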
# GLD-1 TGE inh = GLD-1-TGE RNA interaction inhibition (C. elegans) | Q17339 | purified GLD-1 + fluorescein TGE RNA, fluorescence polarization | inhibition, % at 5.96 µM | hit rate 0.44% among 320,000;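 active = percent inhibition above a per-plate cutoff, the plate mean of test compounds plus 3 SD, cut at about 30% in these data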;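 also: 0% = DMSO wells with GLD-1 and probe and 100% = wells lacking GLD-1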
# Target sequence (Q17339 whole entry, looked up): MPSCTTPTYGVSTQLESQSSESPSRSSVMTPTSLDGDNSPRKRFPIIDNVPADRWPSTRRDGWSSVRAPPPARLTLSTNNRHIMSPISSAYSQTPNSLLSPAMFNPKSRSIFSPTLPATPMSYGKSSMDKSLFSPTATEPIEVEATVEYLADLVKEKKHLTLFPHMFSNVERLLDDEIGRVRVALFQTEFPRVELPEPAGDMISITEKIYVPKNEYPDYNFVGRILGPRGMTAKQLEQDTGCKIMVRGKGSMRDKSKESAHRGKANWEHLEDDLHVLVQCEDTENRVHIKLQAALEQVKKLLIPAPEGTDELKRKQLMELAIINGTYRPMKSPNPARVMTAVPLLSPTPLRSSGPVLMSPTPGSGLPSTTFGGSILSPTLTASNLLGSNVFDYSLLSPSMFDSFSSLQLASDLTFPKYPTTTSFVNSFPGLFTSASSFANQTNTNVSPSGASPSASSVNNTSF
# Bcl-xL primary = blocks human Bcl-xL binding to Bim BH3 peptide; Q07817; GST-Bcl-xL / FITC-Bim BH3 peptide fluorescence polarization; inhibition, % at 10.9 µM; hit rate 0.7% among 320,000; AID 2129;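 active = inhibition above the mean of all tested compounds plus 3 SD, cutoff set per campaign, cut at about 30% in these data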;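 also: 0% = DMSO wells and 100% = unlabeled Bim-BH3 peptide competitor; inhibitors lower millipolarization by displacing the labeled peptide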
# Target sequence (Q07817 whole entry, looked up): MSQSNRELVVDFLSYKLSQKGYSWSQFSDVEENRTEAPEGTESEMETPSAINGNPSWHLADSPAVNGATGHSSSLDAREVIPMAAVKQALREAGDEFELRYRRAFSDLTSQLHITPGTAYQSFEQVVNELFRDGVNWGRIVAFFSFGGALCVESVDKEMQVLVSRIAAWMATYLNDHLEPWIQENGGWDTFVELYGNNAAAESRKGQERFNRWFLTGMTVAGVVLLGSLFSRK
# MCL1 BIM primary = MCL1-BIM-BH3 interaction inhibition (human); GST-MCL1 / FITC-Bim-BH3 fluorescence polarization; Q07820; hit rate 0.68% among 320,000; AID 2057; inhibition, % at 10.9 µM;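 active = inhibition above the mean inhibition of all tested compounds plus 3 SD, set per campaign, cut at about 40% in these data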;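 also: 0% = DMSO wells and 100% = unlabeled Bim-BH3 peptide control; higher means more loss of mP so more displacement of Bim peptide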
# Target sequence (Q07820 whole entry, looked up): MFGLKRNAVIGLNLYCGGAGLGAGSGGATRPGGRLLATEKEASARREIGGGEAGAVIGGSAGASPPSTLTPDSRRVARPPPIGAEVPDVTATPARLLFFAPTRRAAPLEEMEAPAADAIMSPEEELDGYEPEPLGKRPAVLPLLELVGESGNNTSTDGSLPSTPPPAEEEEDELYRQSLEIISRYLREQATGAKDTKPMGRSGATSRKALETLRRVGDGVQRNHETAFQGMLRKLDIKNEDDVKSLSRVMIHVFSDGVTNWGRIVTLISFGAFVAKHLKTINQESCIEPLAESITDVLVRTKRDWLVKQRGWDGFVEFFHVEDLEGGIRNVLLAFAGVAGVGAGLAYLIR
# VLA-4 inh = inhibition in a human VLA-4 binding assay. P13612. VLA-4 expressing cells, ligand binding flow cytometry. inhibition, % (about 7 µM as worked out from the volumes in the protocol). hit rate 0.2% among 330,000. AID 2557; in the data active = inhibition above about 50%
# The depositor's hits bear a star; ? = inconclusive; . = not tested or not shown.
No.	mol	GRK2 aptamer HTS	Bcl-xL primary	AGP1-GFP MLPCN	VLA-4 inh	MEX-5 binding
1	Cc1cc(C)c(NC(=O)CN2C(=O)NC3(CCCc4ccccc43)C2=O)c(Cl)c1 (centres undefined)	0	-2	109	1	-1.4
2	Cc1cc2ncn(CCC(=O)NC(C)(C)C)c2cc1C	1	7	107	-8	2.6
3	O=C1C(=Cc2cccn2-c2ccc(O)cc2)C(=O)c2ccccc21	0	169*	94	-11	0.1
4	O=C(CCCn1cncn1)N1CCCC(N2CCN(c3ccc(F)cc3)CC2)C1 (centres undefined)	2	-5	107	7	0.0
5	CCC1Sc2ccc(S(=O)(=O)CCC(=O)Nc3ccccc3Br)cc2NC1=O (centres undefined)	4	1	96	7	-1.9
6	COCCN1CCN(C(=O)c2ccc3oc(CCc4ccccc4)nc3c2)CC1	2	-1	86	6	-7.5
7	COc1cc(/C=C(/C#N)c2nc3ccccc3[nH]2)ccc1OC(=O)c1ccco1	0	6	92	7	5.5
8	Cc1c(OC(C)C(=O)NCC(O)c2ccccc2)ccc2c3c(c(=O)oc12)CCCC3 (centres undefined)	0	1	102	5	-0.4
9	CC1CCC(NC(=O)c2ccc(S(C)(=O)=O)cc2)CC1 (centres undefined)	6	-8	98	1	0.8
10	Nc1c(-c2ccc3c(c2)OCCO3)oc2ccccc2c1=O	0	2	96	8	-1.7
11	COCC(=O)Nc1ccc2c(c1)OCC(=O)N2Cc1ccc(C)cc1	0	4	100	9	0.7
12	CCN(CC)c1ccc(NC(=O)CC2Oc3ccccc3NC2=O)c(C)c1 (centres undefined)	0	3	102	42	-0.9
13	CCCCC(=O)O[C@]1(C(=O)CO)CC[C@H]2[C@@H]3CCC4=CC(=O)CC[C@]4(C)[C@H]3[C@@H](O)C[C@@]21C	2	10	88	16	2.4
14	O=C(NC1CCCCC1)N1CCCC1	0	8	108	-7	1.4
15	COc1cccc(OCc2cc(C(=O)N3CCN(c4ccccc4O)CC3)no2)c1	0	8	102	-3	.

No.	GLD-1 TGE inh	MCL1 BIM primary	CIT2 TOR yeast	Fam108B inh
1	1	-10	99	1
2	-1	4	105	-1
3	61*	199*	104	1
4	6	-4	94	-1
5	3	0	98	2
6	-5	1	88	3
7	-3	8	101	-3
8	1	1	101	1
9	4	-13	95	0
10	10	-4	95	-2
11	-1	6	104	1
12	8	3	95	-2
13	2	10	81	-4
14	8	7	101	2
15	4	16	98	-1

# The results go on:
No.	mol	GRK2 aptamer HTS	Bcl-xL primary	AGP1-GFP MLPCN	VLA-4 inh	MEX-5 binding
16	CCOc1cc(C)c(Cl)cc1S(=O)(=O)NC1CC(C)(C)NC(C)(C)C1	6	6	99	0	1.4
17	CCN1C(=O)C(CC(=O)Nc2ccc(OC)cc2)N(CCc2ccccc2F)C1=S (centres undefined)	2	-3	103	7	1.6
18	O=C1CC(c2ccccc2F)c2cc3c(cc2N1)CCC3 (centres undefined)	5	3	114	-3	1.2
19	CN(C(=O)CC1C(=O)NCCN1Cc1ccc(F)c(F)c1)C1CCOCC1 (centres undefined)	5	11	.	1	-0.8
20	CC#CC[N+](C)(C)CCCCCCCCCC	0	3	99	-6	1.4
21	CCNC(=S)N1CCCC(c2nc3ccc(C)cc3[nH]2)C1 (centres undefined)	0	4	94	4	0.3
22	Cc1[nH]c(=O)[nH]c(=O)c1S(=O)(=O)N(C)Cc1ccccc1	0	3	104	7	1.8
23	CCC(C)Sc1nc2c(c(=O)n1C)SC(C)C2 (centres undefined)	1	6	96	-3	-4.3
24	O=C(C[C@@H]1C/C=C\CC[C@@H](Cc2ccc(F)cc2)C(=O)OC[C@@H]2CCCN2C1=O)NCCO	0	.	98	-8	.
25	O=C(NCc1ccccn1)c1cc(-c2ccc(Br)cc2)nc2ccccc12	3	0	104	6	0.0
26	CN=C(c1ccc(C)cc1)n1c(=S)nc(-c2ccc(C)cc2)n(C)c1=S	0	8	89	4	-3.7
27	COC(=O)c1c(NS(C)(=O)=O)sc2c1CCCC2	0	8	95	6	-2.3
28	CC(=O)Nc1cccc(NC(=O)CSc2nn3c(=O)c(C)nnc3s2)c1	0	8	104	35	-1.9
29	CC(C)C(=O)NS(=O)(=O)c1ccc(NS(C)(=O)=O)cc1	0	0	83	2	0.1
30	S=C(NCc1ccc2c(c1)OCO2)NCc1ccco1	0	-1	96	10	-0.2

No.	GLD-1 TGE inh	MCL1 BIM primary	CIT2 TOR yeast	Fam108B inh
16	2	19	95	-2
17	-6	-1	92	1
18	6	3	90	-1
19	4	12	91	1
20	-2	-7	102	2
21	8	-3	89	-3
22	1	2	102	1
23	4	6	115	-4
24	2	.	103	.
25	6	7	104	3
26	9	9	81	-2
27	2	12	95	-2
28	4	2	99	-2
29	3	1	68	1
30	-1	-1	94	2

# Other compounds follow.
No.	mol	GRK2 aptamer HTS	Bcl-xL primary	AGP1-GFP MLPCN	VLA-4 inh	MEX-5 binding
31	O=C(O)c1cccc(-n2cccc2/C=C2\SC(=O)N(Cc3ccccc3F)C2=O)c1	45*	-7	97	-20	-2.9
32	COc1ccccc1N(Cc1ccccc1)S(=O)(=O)c1cccc(C(=O)N2CCCCC2)c1	3	.	103	-12	.
33	COc1ccc(-c2noc(CN(C)C(=O)c3ccc4c(c3)OCO4)n2)cc1OC	4	3	96	-3	-0.4
34	N/C(Cn1cncn1)=N\NC(=O)C(=O)Nc1cccc(C(F)(F)F)c1	1	0	108	-6	-2.8
35	Cc1ccccc1-n1c(-c2csc3ccccc23)n[nH]c1=S	0	0	96	.	-2.3
36	Cc1ccc(N2CC(C(=O)OCC(=O)c3ccc(F)cc3)CC2=O)cc1 (centres undefined)	6	8	105	2	-1.7
37	CCc1ccccc1NC(=O)CSc1n[nH]c(C)c1[N+](=O)[O-]	0	-1	109	3	0.3
38	CC(C(=O)O)N1C(=O)/C(=C/C=C/c2ccco2)SC1=S (centres undefined)	98*	50*	108	8	-87*
39	O=C(O)c1nn(CCSc2ccccc2F)c(=O)c2ccccc12	0	0	120	-3	-2.5
40	c1ccc(-c2n[nH]nc2-c2ccccc2)cc1	0	-1	92	5	0.0
41	Cc1cc(C)n(CC(O)COc2ccccc2Br)n1 (centres undefined)	34	1	85	15	1.1
42	COc1cccc2cc(C(=O)OCc3ccccc3)c(=O)oc12	2	0	82	8	2.4
43	O=C(COC(=O)/C=C/c1ccc(F)cc1)Nc1ccc2[nH]c(=O)[nH]c2c1	2	5	97	-5	0.2
44	CC1CCN(S(=O)(=O)c2nnc(NC(=O)COc3ccccc3F)s2)CC1	0	2	92	15	3.3
45	CC1CCN(S(=O)(=O)c2ccc(NC(=O)C3CSC4(C)CCC(=O)N34)cc2)CC1 (centres undefined)	0	5	105	2	1.0

No.	GLD-1 TGE inh	MCL1 BIM primary	CIT2 TOR yeast	Fam108B inh
31	4	-6	95	-1
32	2	.	99	.
33	-2	2	102	2
34	4	6	99	-2
35	3	-6	84	3
36	3	13	100	0
37	0	-8	89	4
38	-4	83*	107	30*
39	5	3	98	-2
40	8	8	100	3
41	-3	-3	87	2
42	6	1	88	3
43	-6	2	98	-5
44	1	11	95	-1
45	4	-2	96	-4

# Full records, quoted from the list. Order of screens: GRK2 aptamer HTS | Bcl-xL primary | AGP1-GFP MLPCN | VLA-4 inh | MEX-5 binding | GLD-1 TGE inh | MCL1 BIM primary | CIT2 TOR yeast | Fam108B inh
# `N/C(Cn1cncn1)=N\NC(=O)C(=O)Nc1cccc(C(F)(F)F)c1` in the list: 1 | 0 | 108 | -6 | -2.8 | 4 | 6 | 99 | -2
# `Cc1cc(C)n(CC(O)COc2ccccc2Br)n1` (centres undefined) in the list: 34 | 1 | 85 | 15 | 1.1 | -3 | -3 | 87 | 2
# `O=C(O)c1nn(CCSc2ccccc2F)c(=O)c2ccccc12` in the list: 0 | 0 | 120 | -3 | -2.5 | 5 | 3 | 98 | -2

# Other results:
No.	mol	GRK2 aptamer HTS	Bcl-xL primary	AGP1-GFP MLPCN	VLA-4 inh	MEX-5 binding
46	COc1ccc2cc(C(=O)N3CCc4ccccc43)[nH]c2c1	7	3	104	-5	1.8
47	O=C(CSc1cn[nH]n1)Nc1ccccc1C(F)(F)F	2	-4	97	10	-0.7
48	CN=C1C=C/C(=N/N=c2\ccn(O)cc2C)C=C1C	2	3	95	15	-0.4
49	COc1ccc(C(=O)NCc2c(CC(C)C)oc(C)c2C(=O)O)cc1	1	8	.	1	-0.6
50	COc1ccc(N2CCC(CNC(=S)Nc3cccc(C)c3)C2)cc1 (centres undefined)	0	3	100	21	2.0
51	Cc1nn(-c2ccccc2)c(C)c1C(=O)NCc1ccccc1F	0	0	98	-11	-0.7
52	C=CCc1cccc(C=Nc2cccn3cc(-c4ccccc4)nc23)c1O	0	5	92	-29	0.0
53	CN(C)c1ccc(C(=O)NC2(N3CCC3=O)CCCC2)cc1	2	9	83	9	-1.6
54	CCOc1ccc(CC(=O)C2C(=O)CCCC2=O)cc1OCC	1	11	99	6	-1.9
55	O=C(CN(C1CCCCC1)S(=O)(=O)c1ccc(F)cc1)Nc1ccc2c(c1)OCO2	1	9	64	0	-0.1
56	O=C(CC(c1ccc(F)cc1)c1ccco1)N1CCCC1 (centres undefined)	2	5	99	4	0.4
57	N#Cc1cccc(OCC(=O)NC(=O)NCc2ccccc2)c1	1	2	101	11	2.8
58	COC(=O)c1c(C)oc(C)c1S(=O)(=O)Nc1ccccc1	3	0	.	1	2.5
59	O=C(NC1CCCCC1)C(c1ccc(F)cc1)N(CCc1ccccc1)C(=O)CN1C(=O)c2ccccc2S1(=O)=O (centres undefined)	4	1	105	-1	0.6
60	CC(=O)c1ccc(C(=O)N(CCN(C)C)c2nc3c(Cl)cccc3s2)cc1	0	2	?	4	-1.6
61	O=C(COC(=O)c1cccnc1)Nc1ccc(F)cc1	4	8	.	-2	1.3

No.	GLD-1 TGE inh	MCL1 BIM primary	CIT2 TOR yeast	Fam108B inh
46	-33	4	109	13
47	-6	1	114	0
48	-4	1	81	-5
49	-5	10	83	6
50	-3	-1	101	0
51	-6	-6	99	1
52	17	12	90	2
53	4	5	87	4
54	1	4	96	4
55	-5	5	89	-2
56	-2	8	97	-2
57	1	3	101	1
58	-1	-1	.	2
59	6	-1	104	2
60	-2	-3	?	-2
61	-6	10	96	-5

# Pulled one by one from the list above, 2 records:
No.	mol	GRK2 aptamer HTS	Bcl-xL primary	AGP1-GFP MLPCN	VLA-4 inh	MEX-5 binding
49	COc1ccc(C(=O)NCc2c(CC(C)C)oc(C)c2C(=O)O)cc1	1	8	.	1	-0.6
54	CCOc1ccc(CC(=O)C2C(=O)CCCC2=O)cc1OCC	1	11	99	6	-1.9

No.	GLD-1 TGE inh	MCL1 BIM primary	CIT2 TOR yeast	Fam108B inh
49	-5	10	83	6
54	1	4	96	4

# Structures listed so far that bear a hit mark in Bcl-xL primary.
no.	compound	GRK2 aptamer HTS	Bcl-xL primary	AGP1-GFP MLPCN	VLA-4 inh	MEX-5 binding	GLD-1 TGE inh	MCL1 BIM primary	CIT2 TOR yeast
3	O=C1C(=Cc2cccn2-c2ccc(O)cc2)C(=O)c2ccccc21	0	169*	94	-11	0.1	61*	199*	104
38	CC(C(=O)O)N1C(=O)/C(=C/C=C/c2ccco2)SC1=S (centres undefined)	98*	50*	108	8	-87*	-4	83*	107
